Assay outcomes deposited in PubChem by National Center for Advancing Translational Sciences (NCATS).
L3MBTL1 block: inhibitors of human L3MBTL1; Q9Y468; hit rate 0.66% among 230,000; AlphaScreen L3MBTL1–H3K9me1 peptide binding; Potency, µM (titrated, usually from 57.1 µM), for the others: at the top dose activity, negative = inhibition, actives largely listed as inhibitors; further: nearly all actives have a fitted effect of over 60% in size
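Displacement of a biotinylated histone H3(1-15) peptide monomethylated at Lys9 (75 nM) from L3MBTL1 (50 nM) was measured by AlphaScreen after a 30 min room-temperature compound incubation; cefsulodin titration served as intraplate control.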
ALDH1A1 block: blocks purified human ALDH1A1 activity. Purified ALDH1A1, NADH fluorescence, propionaldehyde substrate. hit rate 7.3% among 220,000. Potency, µM (titrated, usually from 75.3 µM), for inactives: top-dose activity, negative = inhibition, most hits filed as inhibitors. P00352; active means well fitted inhibition curve with a large enough effect, not every such curve was filed as active; inconclusive means small, poorly fitted or top-dose-only effect, or another doubt; inactive means no such curve, though single readings can be large or run the other way;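 further: plate controls were no enzyme wells and a reference inhibitor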
TexasRed fluor: counter-screen for TRb-SRC2 inhibitors: fluorescence interference; TRb/SRC2 Texas Red total fluorescence interference; Potency, µM (doses to about 106 µM), without a hit: at the top dose fluorescence change, negative = quenching; hit rate 0.29% among 280,000; active means well fitted curve in either direction with a large enough effect; inconclusive means small, poorly fitted or top-dose-only effect
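Human TRb ligand-binding domain at 0.6 uM with 20 nM Texas Red SRC2 peptide in Tris buffer containing 1 uM T3 and 5% DMSO, incubated with compound 5 h at ambient temperature. Total fluorescence (555/632 nm) calculated as parallel + 2 × perpendicular.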
Tau fibril FP: tau fibrillization inhibition (FP) | P10636 | hit rate 0.39% among 280,000 | K18 P301L tau heparin fibrillization, Alexa594 FP, 6 h | Potency, µM (series often up to 57.7 µM), for the others: top-dose activity, negative = inhibition, actives largely listed as inhibitors; further: nearly all actives have a fitted effect of over 55% in size
Target sequence (P10636 561-689 P618L limits assumed): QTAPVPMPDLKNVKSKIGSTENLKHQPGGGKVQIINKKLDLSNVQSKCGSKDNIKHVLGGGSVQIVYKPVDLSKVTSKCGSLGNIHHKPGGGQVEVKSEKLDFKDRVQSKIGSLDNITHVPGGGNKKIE
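K18 P301L tau (15 uM unlabeled/0.24 uM Alexa 594-labeled, final) + compound + heparin 20 uM final; 100 mM NaOAc pH 7; 6 hr 37 C; ThT 30 uM final added, 1 hr RT; FP ex 555/em 632 nm.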
Tau ThT inhib: blocks human tau fibril formation measured by thioflavin T; hit rate 2.1% among 270,000; recombinant tau K18 P301L, heparin-induced fibrillization, ThT fluorescence; Potency, µM (doses to about 57.4 µM), without a hit: at the top dose activity, negative = inhibition, hits mostly inhibitors; further: nearly all actives have a fitted effect of over 55% in size
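Tau K18 P301L fragment (15 uM unlabeled plus 0.24 uM Alexa 594-labeled) in 100 mM sodium acetate pH 7 with compound, fibrillization induced by 20 uM heparin for 6 hr at 37 C. Thioflavin T (30 uM) added, fluorescence read after 1 hr (ex 450, em 510 nm).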
aGal spleen mod: alpha-galactosidase A (human) modulation; Potency, µM (highest dose often 80 µM), for inactives: at the top dose activity change, negative = inhibition, actives largely listed as inhibitors; P06280; hit rate 0.008% among 240,000; human spleen homogenate, 4MU-alpha-Gal fluorescence, 40 min;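 further: 0% = enzyme with vehicle and -100% = no enzyme basal signal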
Target sequence (P06280 32-429 limits assumed): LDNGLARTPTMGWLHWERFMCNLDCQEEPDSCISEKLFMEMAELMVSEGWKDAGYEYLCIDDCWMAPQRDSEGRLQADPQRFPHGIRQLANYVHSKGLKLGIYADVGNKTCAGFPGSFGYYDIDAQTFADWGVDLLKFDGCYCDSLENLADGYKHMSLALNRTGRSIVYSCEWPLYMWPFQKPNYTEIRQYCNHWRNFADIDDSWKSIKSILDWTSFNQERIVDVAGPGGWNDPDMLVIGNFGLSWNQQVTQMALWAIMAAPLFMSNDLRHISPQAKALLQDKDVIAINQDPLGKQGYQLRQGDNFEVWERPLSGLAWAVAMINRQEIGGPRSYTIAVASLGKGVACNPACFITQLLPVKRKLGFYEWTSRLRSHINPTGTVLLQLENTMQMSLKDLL
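Human spleen homogenate (1 ug) as enzyme source, 4-methylumbelliferyl-alpha-D-galactopyranoside 1 mM final, citrate/phosphate pH 5.0 with 0.01% Tween-20. Compounds 40 min at 37C, NaOH/glycine stop; fluorescence Ex 365/Em 440, Hill-fit AC50.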
TRb SRC2 PPI: disrupts binding of human TR beta to SRC2. P10828. TRbeta-SRC2 peptide binding, fluorescence polarization; receptor liganded with 1 µM T3. Potency, µM (top dose mostly 106 µM), for inactives: at the top dose activity change, negative = inhibition, most hits filed as inhibitors. hit rate 0.065% among 280,000. AID 1469;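 further: plate controls were bound peptide for no effect and peptide without receptor for full effect; nearly all actives have a fitted effect of over 50% in size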
Target sequence (P10828 whole entry, looked up): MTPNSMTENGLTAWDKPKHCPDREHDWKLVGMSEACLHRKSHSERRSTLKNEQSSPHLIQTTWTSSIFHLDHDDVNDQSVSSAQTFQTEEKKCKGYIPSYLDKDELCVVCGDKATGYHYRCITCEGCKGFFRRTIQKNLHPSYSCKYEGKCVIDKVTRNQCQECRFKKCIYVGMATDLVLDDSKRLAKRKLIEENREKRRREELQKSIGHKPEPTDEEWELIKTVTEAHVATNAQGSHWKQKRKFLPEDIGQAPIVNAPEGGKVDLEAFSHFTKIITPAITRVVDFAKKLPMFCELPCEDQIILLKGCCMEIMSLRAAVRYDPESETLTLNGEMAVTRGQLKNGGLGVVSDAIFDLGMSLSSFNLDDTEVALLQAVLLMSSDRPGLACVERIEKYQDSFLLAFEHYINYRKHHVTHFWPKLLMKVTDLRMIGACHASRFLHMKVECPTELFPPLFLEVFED
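Binding of a 20-amino-acid Texas Red SRC2 peptide (20 nM) to TRb ligand-binding domain (0.6 uM) with agonist T3 at 1 uM was followed by fluorescence polarization after a 5 hr room-temperature incubation.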
Tau fluor counter: counter-screen for tau fibril formation inhibitors | tau K18 P301L (four-repeat tau fragment) Alexa594 fluorescence, heparin fibrillization | Potency, µM (doses to about 57.7 µM), for inactives: at the top dose activity change, negative = decrease | hit rate 0.93% among 280,000; further: nearly all actives have a fitted effect of over 55% in size
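Human K18 P301L tau (15 uM unlabeled plus 0.24 uM Alexa 594-labeled, final) in 100 mM sodium acetate pH 7 was mixed with compound and 20 uM heparin and incubated 6 hr at 37 C.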
An asterisk follows results filed as active; ? = inconclusive; . = no result given; [ ] = dose if it differs, or a comment. Unless noted, the call rests on the fitted dose curve; in most records, active means well fitted curve in the direction sought with a large enough effect; inconclusive means small, poorly fitted or top-dose-only effect, or another doubt; inactive means no such curve, though single readings can be large; an effect the other way counts as inactive or inconclusive. Unless noted, on the % scale 0 is the no-effect control and ±100 the full control effect; potency means the concentration at half of the fitted maximal effect.

Screens in order – L3MBTL1 block | ALDH1A1 block | TexasRed fluor | Tau fibril FP | Tau ThT inhib | aGal spleen mod | TRb SRC2 PPI | Tau fluor counter
> CCOC(=O)/C(=C\c1ccccc1)C(=O)c1cc(C(C)=O)c(Nc2ccccc2)s1
→ . | 1.1% | 0.0% | -11.6% | ? | -1.0% | 7.9% | -15.2%
> COc1ccc(C(=O)Nc2nc(C)c(C)s2)cc1OC
→ -8.8% | -6.5% | -0.5% | -3.1% | ? | 5.1% | 8.2% | -8.5%
> CCCCOC(=O)Nc1nc2ccccc2s1
→ -2.1% | 17.3% | -0.6% | 0.0% | -10.2% | 7.6% | 4.0% | -0.1%
> COC(=O)C1=C(C(=O)OC)[C@@H]2N(C)c3ccc(OC)cc3[C@@]23C[C@@H](C(=O)OC)N(C(C)=O)C3=N1
→ . | 2.6%[13.5 µM] | -1.6%[11.2 µM] | 1.1%[11.6 µM] | -2.2%[11.5 µM] | 11.6%[17.5 µM] | 7.8%[11.2 µM] | -10.8%[11.6 µM]
> COc1ccccc1N1CCN(S(=O)(=O)c2ccccc2F)CC1
→ 3.7% | ? | -1.2% | 1.9% | -2.1% | 3.0% | -3.2% | -8.6%
> Cc1ccc(Cn2c(SCC(=O)NCC3CCCO3)nc3ccsc3c2=O)cc1 (stereo not given)
→ . | 20µM* | -0.5% | -10.2% | 2.0% | 4.4% | -5.2% | -10.4%
> Clc1ccc(-c2c[n+](Cc3ccc(Br)cc3)c3n2CCCCC3)cc1
→ . | . | -2.3% | 2.0% | . | 3.6% | 2.7% | 12.4%
> COc1ccc(CNc2nc3c(c(=O)n(Cc4ccc(Br)cc4)c(=O)n3C)n2C)cc1
→ . | -4.4% | -2.7% | ? | 6.0% | 8.6% | 3.9% | ?
> COc1ccc(OC)c(S(=O)(=O)N2CCN(c3ccccn3)CC2)c1
→ 42.1%[activator] | ? | -0.6% | 3.7% | 7.9% | -9.8% | -16.0% | 4.8%
> COc1ccc(S(=O)(=O)N2CCC(C(N)=O)(N3CCCCC3)CC2)cc1
→ . | 17.8µM* | -2.2% | 8.3% | -3.5% | 23.4% | 0.0% | -7.8%
> Cc1cc(C(=O)COC(=O)CNC(=O)c2ccco2)c(C)n1Cc1ccco1
→ -7.3% | -10.8% | -3.0% | 2.8% | -5.6% | 3.4% | 0.3% | -5.3%
> O=C(NCc1ccccc1)C1CCN(S(=O)(=O)N2CCCCCC2)CC1
→ -1.2% | ? | -1.7% | 0.0% | -1.0% | -0.3% | -11.0% | 0.1%
> CC(C)(C)c1ccc(C(=O)NNc2ncnc3c2cnn3-c2ccccc2)cc1
→ . | . | -2.7% | -0.3% | -3.9% | . | 13.7% | -19.1%
> CCOC(=O)c1c(C)oc2nc(C)nc(NCc3ccccc3OC)c12
→ . | . | -5.1% | 3.3% | -8.6% | . | 6.3% | -9.1%
> Cc1ccc(CNc2nc3ccccc3n3c(C)nnc23)cc1
→ . | . | -19.2% | -8.3% | -1.7% | . | -7.8% | -19.8%
> COC(=O)c1c(C)[nH]c(C(=O)/C=C/c2ccccc2)c1C
→ -11.2% | -2.0% | 3.5% | 6.1% | ? | -4.9% | -1.7% | -3.8%
> O=C1CC(C(=O)Nc2ccccc2)C2(CCCC2)O1 (stereo not given)
→ -0.1% | -0.4% | 1.4% | 2.6% | 10.7% | 5.2% | -1.6% | 7.1%
> C=C(Cl)COc1ccc2c(C)cc(=O)oc2c1
→ -27.3% | ? | -3.5% | -9.5% | ? | 11.7% | -15.8% | -8.8%
> CCNC(=S)N(Cc1cccs1)Cc1cc2cc(OCC)ccc2[nH]c1=O
→ 3.7% | ? | -0.4% | 0.8% | -5.2% | 6.3% | -3.1% | -12.9%
> CC(CNc1nc2ccccc2c2nc(-c3ccccc3)nn12)c1ccccc1 (stereo not given)
→ . | . | -78.3%[53 µM] | -12.9% | 1.2% | . | -29.8%[53 µM] | -29.2%
> O=C(O)c1ccc(NS(=O)(=O)c2ccsc2C(=O)O)cc1
→ . | 7.9% | -7.8% | -2.1% | -1.2% | 6.9% | -1.6% | 1.1%
> COc1ccc(N2C(=O)c3ccccc3NC23C(=O)N(C)c2ccccc23)cc1 (stereo not given)
→ . | 2.4% | -0.4% | -10.1% | -3.7% | 3.9% | 5.4% | -5.4%
> COc1cc(CNCCO)cc(Cl)c1OCc1ccc(Cl)cc1Cl
→ -26.1% | ? | 2.3% | 1.6% | 1.1% | -4.8% | 3.7% | -2.4%
> CCC(C)(C)n1nnnc1CN(Cc1cc2cc(OC)ccc2[nH]c1=O)C1CCCC1
→ -2.5% | -8.7% | -3.0% | 1.1% | ? | -11.0% | 3.1% | -15.8%
> Cc1ccc(N2C(=O)CC2(C#N)c2ccc(OCc3ccccc3)cc2)cc1 (stereo not given)
→ . | -6.0% | 0.5% | -2.5% | -11.6% | -0.7% | -5.9% | -12.5%
> O=C(O)c1ccc2c(c1)C(=O)/C(=C/c1ccccc1)C2=O
→ 3.16µM* | -15.0% | -13.5% | -0.2% | ? | -5.9% | 2.2% | -16.6%
> NC(=O)c1ccc(C(F)(F)F)n(Cc2ccc(F)c(F)c2)c1=O
→ . | 2.5% | 4.1% | -2.4% | -0.8% | 4.0% | 1.1% | -10.5%
> O=C(Nc1ccc(CN2CCOCC2)cc1)c1cccs1
→ 5.4% | -4.7% | 1.0% | -4.5% | -1.3% | 6.4% | 6.4% | -2.8%
> O=C(NCc1ccccn1)c1ccc2c(=O)n(CCc3ccccc3)c(=O)[nH]c2c1
→ 4.8% | ? | -0.7% | -12.2% | -17.3% | ? | -2.8% | -8.6%
> O=C(NC1CCN(C(=O)c2cccs2)CC1)c1ccccc1
→ 0.4% | . | -3.4% | 0.3% | -3.7% | -0.6% | -3.2% | -4.0%
> CC(C)NC(=S)N/N=C/c1ccc(N2CCOCC2)cc1
→ -0.8% | ? | 2.8% | 9.3% | ? | 12.4% | -3.3% | -15.7%
> CCOC(=O)C1CCN(Cc2ccc(O)c3ncccc23)CC1
→ 28.2µM* | ? | -4.6% | -3.9% | ? | 13.3% | -8.4% | -29.7%
> Cc1ccc(S(=O)(=O)N2CCCCC2)cc1NC(=O)c1ccc2c(=O)n3c(nc2c1)CCCCC3
→ -2.0% | 14.1µM* | -7.4% | 1.1% | -2.6% | -0.2% | -4.0% | -11.0%
> CC1CCN(C(=O)c2cc3c(=O)n(C)c4ccccc4c3s2)CC1
→ . | . | 0.8% | 2.2% | -15.1% | . | -1.0% | -6.5%
> Cc1ccc2c(c1)C(c1ccccc1)C(=O)O2 (stereo not given)
→ . | . | -3.8% | -11.2% | . | -2.2% | -6.8% | -24.7%
> CCCOc1ccc(-c2nc3ccccc3c(=O)o2)cc1
→ . | . | -2.1% | -1.0% | -16.4% | . | 9.4% | -1.4%
> COc1ccc(C2c3ccc4ccccc4c3Oc3ncn(CCCO)c(=N)c32)cc1 (stereo not given)
→ 5.9% | . | -7.4% | 6.8% | -13.9% | 12.5% | -5.7% | -2.5%
> O=c1oc2ccccc2c2c1ncn2C1CCCCC1
→ . | -2.5% | 0.6% | 4.1% | -0.8% | -12.4% | -8.8% | 6.8%
> Cc1cc(C)c(NC(=O)NC(=O)c2cccc(F)c2)c(C)n1
→ -0.1% | 0.2% | -6.3% | 3.7% | 3.1% | 0.0% | 2.3% | -6.4%
> COCCNC(=O)COC(=O)c1ccc(S(=O)(=O)N2CCOCC2)cc1
→ . | 9.5% | 4.7% | 3.6% | 2.9% | -1.7% | -0.2% | 0.8%
> CC(C)Cn1c(=O)c2ccccc2n2c(-c3ccc(Br)cc3)nnc12
→ . | . | -2.1% | 6.7% | -9.9% | . | -5.1% | -20.9%
> O=C(c1ccc2c(c1)OCO2)N1CCC2(CC1)Oc1ccc(Cl)cc1C(=O)C21CC(c2cccnc2)=NO1 (stereo not given)
→ . | . | -1.7% | 1.9% | ? | -2.6% | 0.6% | -14.9%
> CCc1nnc(NC(=O)CSc2nnc(-c3ccc(S(=O)(=O)N(CC)CC)cc3)n2CC)s1
→ . | ? | 4.7% | -6.2% | -14.3% | -1.3% | 0.7% | -13.1%
> c1coc(CN(Cc2cccs2)Cc2nnnn2C2CCCCC2)c1
→ ? | ? | -9.8% | 2.2% | -10.1% | -18.5% | -4.8% | -8.6%
> O=c1oc2ccc(Cl)cc2nc1/C=C(\O)c1ccco1
→ . | . | 0.0% | -8.4% | . | 5.4% | 8.8% | -8.9%
> CCCCCCC1=Cc2cc(OC)c(OC)cc2C(C(C(C)=O)C(=O)OC)O1 (stereo not given)
→ . | 10.1%[13.5 µM] | 0.8%[11.2 µM] | -6.1%[11.6 µM] | -14.4%[11.5 µM] | -2.6%[17.5 µM] | 6.6%[11.2 µM] | -3.8%[11.6 µM]
> C=CCn1c(SCc2ccc([N+](=O)[O-])cc2)nnc1C(C)NC(=O)c1ccccc1 (stereo not given)
→ 9.1% | 8.8% | -8.1% | -4.7% | 0.2% | -17.9% | 1.9% | -9.1%
> O=C(NCCc1cccs1)C1CC(c2cccc([N+](=O)[O-])c2)=NO1 (stereo not given)
→ 22.9% | ? | -5.1% | 1.3% | 2.1% | -20.9% | -3.7% | -3.0%
> O=C(NCCc1c[nH]c2ccccc12)c1ccc(S(=O)(=O)NCc2ccco2)cc1
→ -22.3% | ? | -9.2% | 14.0% | ? | -3.9% | -4.4% | ?
> CC(=O)c1c(N2CCOCC2)nc2ccc(Br)cc2c1-c1ccccc1
→ . | . | 0.6% | 0.1% | . | 3.8% | -1.5% | -9.8%
> O=[N+]([O-])c1ccc2nc(CCCO)[nH]c2c1
→ 4.3% | -1.7% | -1.6% | -1.9% | -2.4% | 3.9% | -4.9% | 4.8%

Some of these compounds in order of heavy-atom count, ascending:
Screens in order – L3MBTL1 block | ALDH1A1 block | TexasRed fluor | Tau fibril FP | Tau ThT inhib | aGal spleen mod | TRb SRC2 PPI | Tau fluor counter
> O=[N+]([O-])c1ccc2nc(CCCO)[nH]c2c1
→ 4.3% | -1.7% | -1.6% | -1.9% | -2.4% | 3.9% | -4.9% | 4.8%
> O=C(NCCc1cccs1)C1CC(c2cccc([N+](=O)[O-])c2)=NO1 (stereo not given)
→ 22.9% | ? | -5.1% | 1.3% | 2.1% | -20.9% | -3.7% | -3.0%
> CC(=O)c1c(N2CCOCC2)nc2ccc(Br)cc2c1-c1ccccc1
→ . | . | 0.6% | 0.1% | . | 3.8% | -1.5% | -9.8%
